GRK2 aptamer HTS: inhibitors of human GRK2 displacing RNA aptamer; hit rate 0.59% among 330,000; inhibition of aptamer binding, % at 10 µM; P25098; bead flow cytometry, FAM-aptamer displacement from GRK2;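 active = inhibition of aptamer binding above 40%, roughly 3 SD of noise, on plates passing a quality check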;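 note: median bead fluorescence of bound FAM aptamer so fluorescent compounds give negative values; no value below 0 was filed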
Target sequence (P25098 whole entry, looked up): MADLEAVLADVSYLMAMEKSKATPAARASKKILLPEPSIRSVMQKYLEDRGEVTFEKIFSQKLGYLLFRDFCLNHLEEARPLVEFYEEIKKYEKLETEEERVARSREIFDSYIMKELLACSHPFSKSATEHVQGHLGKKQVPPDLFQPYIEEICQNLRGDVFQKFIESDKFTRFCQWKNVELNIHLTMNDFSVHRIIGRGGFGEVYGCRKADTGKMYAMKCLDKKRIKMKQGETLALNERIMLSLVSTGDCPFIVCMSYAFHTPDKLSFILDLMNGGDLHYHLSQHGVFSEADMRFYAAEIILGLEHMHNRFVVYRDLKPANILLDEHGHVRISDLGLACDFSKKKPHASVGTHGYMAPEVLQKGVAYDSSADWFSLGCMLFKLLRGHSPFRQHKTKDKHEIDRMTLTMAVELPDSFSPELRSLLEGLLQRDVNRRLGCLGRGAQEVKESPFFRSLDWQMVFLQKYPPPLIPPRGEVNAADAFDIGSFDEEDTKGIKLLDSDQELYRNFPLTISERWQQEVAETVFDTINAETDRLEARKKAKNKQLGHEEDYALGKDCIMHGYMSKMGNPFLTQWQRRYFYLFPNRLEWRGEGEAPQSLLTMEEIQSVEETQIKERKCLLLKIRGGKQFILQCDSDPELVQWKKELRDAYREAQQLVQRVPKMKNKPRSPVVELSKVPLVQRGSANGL
RPL19A-GFP yeast: alters RPL19A-GFP fluorescence in TOR pathway yeast screen; S. cerevisiae RPL19A-GFP strain, flow cytometry, 3 h; active compounds read low; percent response vs DMSO, % at 10 µM; hit rate 0.3% among 330,000; AID 2025;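 active = percent response vs DMSO below 50%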;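 note: median channel GFP fluorescence of the barcoded RPL19A-GFP strain; ratio of sample median GFP to plate DMSO average so 100% = DMSO; lower means less RPL19A-GFP as with rapamycin TOR inhibition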
CIT2-GFP yeast: modulators of TOR pathway CIT2-GFP in S. cerevisiae; S. cerevisiae CIT2-GFP strain, flow cytometry, 3 h; 100 means same as DMSO wells; GFP response vs DMSO, % at 10 µM; hit rate 0.065% among 320,000; AID 2029;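 active = GFP response relative to DMSO above a set limit, near the screen mean plus 3 SD, cut at about 150% in these data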;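 note: ratio of well median GFP fluorescence to mean of DMSO wells on the plate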
JMJD2C inh: human JMJD2C demethylase inhibition; Q9H3R0; GST-JMJD2C(1-420) H3K9me3 demethylation, DELFIA europium; inhibition, % at 2.35 µM; hit rate 0.069% among 330,000;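 active = more than half of a compound's replicate wells show inhibition beyond 50%, single wells judged on their own value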;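 note: signal counts dimethyl H3K9 product captured on neutravidin plate; 0% = median of DMSO wells and 100% = 0.3 times that DMSO median; strong numbers were not always called active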
Target sequence (Q9H3R0 1-420 limits assumed): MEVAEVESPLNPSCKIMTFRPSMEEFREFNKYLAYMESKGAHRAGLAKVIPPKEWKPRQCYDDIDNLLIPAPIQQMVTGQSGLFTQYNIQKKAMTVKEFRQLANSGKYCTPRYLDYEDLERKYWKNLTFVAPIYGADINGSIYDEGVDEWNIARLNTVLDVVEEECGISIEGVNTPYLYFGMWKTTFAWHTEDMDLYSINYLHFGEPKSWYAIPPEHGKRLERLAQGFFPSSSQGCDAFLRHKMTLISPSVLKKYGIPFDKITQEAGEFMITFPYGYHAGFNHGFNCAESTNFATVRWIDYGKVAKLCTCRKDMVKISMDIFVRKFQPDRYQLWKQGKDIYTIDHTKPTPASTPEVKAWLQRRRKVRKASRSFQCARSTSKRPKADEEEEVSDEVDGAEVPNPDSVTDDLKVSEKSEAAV
AGP1 TOR yeast: yeast TOR pathway AGP1-GFP modulation; S. cerevisiae AGP1-GFP multiplex flow cytometry, 3 h; GFP as percent of DMSO wells; GFP response vs DMSO, % at 10 µM; hit rate 0.02% among 320,000; AID 2066;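 active = GFP response relative to DMSO above a set limit, near screen average plus 3 SD, cut at about 150% in these data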;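 note: median GFP channel fluorescence of the gated AGP1 strain per well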
LAP4-GFP MLPCN: modulators of TOR pathway LAP4-GFP in S. cerevisiae; GFP response vs DMSO, % at 10 µM; AID 2023; S. cerevisiae LAP4-GFP multiplex, flow cytometry GFP, 3 h; median GFP as percent of DMSO wells; hit rate 0.34% among 320,000;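 active = GFP response vs DMSO above a set limit, about the screen mean plus 3 SD, cut at about 150% in these data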
VLA-4 inh: inhibition in a human VLA-4 binding assay; P13612; VLA-4 expressing cells, ligand binding flow cytometry; inhibition, % (about 7 µM as worked out from the volumes in the protocol); hit rate 0.2% among 330,000; in the data active = inhibition above about 50%
MEP2 TOR yeast: alters MEP2-GFP fluorescence in TOR pathway yeast screen | S. cerevisiae MEP2-GFP strain, flow cytometry GFP, 3 h; 100% = DMSO control level | hit rate 0.51% among 330,000 | AID 2016 | GFP response vs DMSO, % at 10 µM;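 active = GFP response versus DMSO above a set limit, roughly screen mean plus 3 SD, cut at about 180% in these data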;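 note: median GFP fluorescence of the barcode-gated MEP2-GFP cells per well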
* marks the source's active call; other numbers are inactive results; · = not tested or not shown. Outcome played no part in choosing rows; 1.7% or so of the library scored in one or more.

SMILES	GRK2 aptamer HTS	RPL19A-GFP yeast	CIT2-GFP yeast	JMJD2C inh	AGP1 TOR yeast	LAP4-GFP MLPCN	VLA-4 inh	MEP2 TOR yeast
CCC1CO/C(=C(\C(Cl)=C(Cl)Cl)[N+](=O)[O-])N1 (stereo unspecified)	1	100	100	14	105	104	10	104
Cc1nc2cc(NC(=O)COc3ccccc3C#N)ccc2n1-c1ccccc1	2	105	113	-15	111	108	-14	107
CC(=O)Nc1c2c(nn1-c1ccccc1)CSC2	0	96	102	7	99	94	8	97
CC/C(=N\NC(=O)CNC(=O)/C=C/c1ccc(OC)cc1)c1ccccc1	0	106	107	6	110	86	-4	106
c1ccc(-c2noc(-c3cccc4ccccc34)n2)cc1	1	102	111	-9	104	106	4	107
O=C(c1ccco1)N1CCN(Cc2cc(=O)c(OCc3ccc(F)cc3)co2)CC1	1	101	97	-8	108	98	2	95
O=C(O)c1csc(-c2ccc(Cl)cc2)n1	0	95	78	-1	78	111	-1	103
CCC1(CC)C(=O)N=C2c3ccccc3C(=O)N21	2	102	113	1	107	96	1	103
CCOC(=O)C1CCN(Cc2coc3ccc(Cl)cc3c2=O)CC1	3	92	89	-1	92	98	2	93
N#Cc1ccccc1NC(=O)c1ccc(-c2ccccc2Cl)o1	0	91	93	-3	90	93	-1	95
CN1CCN(C(=O)Cn2ncc3c([nH]c4ccccc43)c2=O)CC1	0	98	101	15	98	102	-5	100
Cc1cc(NS(=O)(=O)c2ccc(Nc3nc(-c4ccc(O)cc4)cs3)cc2)no1	2	104	89	4	95	100	15	103

Record cards (already shown).
c1ccc(-c2noc(-c3cccc4ccccc34)n2)cc1 is entered as GRK2 aptamer HTS = 1; RPL19A-GFP yeast = 102; CIT2-GFP yeast = 111; JMJD2C inh = -9; AGP1 TOR yeast = 104; LAP4-GFP MLPCN = 106; VLA-4 inh = 4; MEP2 TOR yeast = 107
CCC1(CC)C(=O)N=C2c3ccccc3C(=O)N21 is entered as GRK2 aptamer HTS = 2; RPL19A-GFP yeast = 102; CIT2-GFP yeast = 113; JMJD2C inh = 1; AGP1 TOR yeast = 107; LAP4-GFP MLPCN = 96; VLA-4 inh = 1; MEP2 TOR yeast = 103
O=C(c1ccco1)N1CCN(Cc2cc(=O)c(OCc3ccc(F)cc3)co2)CC1 is entered as GRK2 aptamer HTS = 1; RPL19A-GFP yeast = 101; CIT2-GFP yeast = 97; JMJD2C inh = -8; AGP1 TOR yeast = 108; LAP4-GFP MLPCN = 98; VLA-4 inh = 2; MEP2 TOR yeast = 95

Continuation.
SMILES	GRK2 aptamer HTS	RPL19A-GFP yeast	CIT2-GFP yeast	JMJD2C inh	AGP1 TOR yeast	LAP4-GFP MLPCN	VLA-4 inh	MEP2 TOR yeast
Cc1ccc(S(=O)(=O)CCc2nnc(N)s2)cc1	2	99	98	5	100	96	5	100
Cc1ccc(-n2nc(C(=O)N3CCOCC3)cc2-c2ccc(Cl)cc2)cc1	2	104	98	1	95	102	-10	97
COc1cc(/C=N/NC(=O)CN(Cc2ccccc2)S(=O)(=O)c2ccc3c(c2)OCCO3)ccc1O	0	105	113	-8	93	70	2	71
CC1CCC(NC(=O)c2ccc(CS(=O)(=O)Cc3ccccc3F)o2)CC1 (stereo unspecified)	7	94	92	4	86	93	6	97
O=C(NC1CC(=O)N(c2cccc(F)c2)C1)C(=O)c1c[nH]c2ccccc12 (stereo unspecified)	0	99	111	-4	103	102	-16	104
CCOC(=O)c1c(NC(=O)COC)sc2c1CCCC2	2	107	·	1	106	95	2	105
CC(=O)Nc1ccc(OCC(=O)Nc2ccc(Cl)c(S(=O)(=O)N3CCOCC3)c2)cc1	0	95	90	-6	99	96	9	101
C[C@@H](C(=O)Nc1nc(-c2ccccn2)cs1)N1C(=O)C2CCCCC2C1=O (stereo partly specified)	17	·	108	6	106	98	2	94
O=C(CCc1nnc(CCCc2ccccc2)o1)NCCCC1CCCC1	0	93	83	13	94	103	12	96
Cc1cc(C)n(-c2ccc(C(=O)Nc3cccnc3)cc2)n1	0	94	93	-4	105	112	2	104
COc1cccc2nc3cc(C)c(C)cc3nc12	5	108	106	0	102	108	16	114
C/C(=N\NC(=O)C(O)c1ccccc1)c1cccnc1 (stereo unspecified)	0	116	84	-6	88	79	1	108
CN(C(=O)c1ccccn1)c1nnc(-c2ccccn2)s1	3	95	89	58*	90	97	-4	93
CCCCC(=O)Nc1ccc2c(c1)nc(CCN1CCOCC1)n2C	4	107	93	-6	101	96	4	115
O=C(O)c1ccc(N2C(=O)Nc3ccccc3N2O)cc1	0	87	90	-3	85	83	-4	83
CC(C)CCN(C)C1CCN(C(=O)Nc2c(F)cccc2F)CC1	0	100	88	0	103	99	11	95
COc1cc(C(=O)NCC(=O)N/N=C\C(C)=C/c2ccccc2)cc(OC)c1OC	2	104	107	-20	102	96	0	103
O=C(/C=C/c1ccc(Cl)cc1)Nn1c(-c2cccs2)nc2ccccc2c1=O	1	102	97	2	101	105	-1	100
COc1cccc(CNc2ccc([N+](=O)[O-])c(NCC(=O)O)n2)c1	0	94	107	-4	102	104	-10	101
O=C(Cc1ccc(O)cc1)N/N=C/c1cccs1	2	101	99	-4	93	95	9	99
CN(CC(=O)NCCc1ccccc1)CC(=O)Nc1cccc(F)c1	0	94	89	-6	95	90	20	97
CC(=O)c1c(-c2ccc(Cl)cc2)c2ccccc2[nH]c1=O	2	94	98	133	102	99	0	97
COC(=O)c1sc(-c2ccc(Cl)cc2)cc1NC(=O)c1ccccc1C(=O)O	1	96	77	-4	93	116	-12	93
COc1ccc(/C=N/Nc2nc(-c3cccc(S(=O)(=O)N4CCCC4)c3)cs2)c(OC)c1	0	105	108	2	104	100	-10	104
COc1cccc(CNC(=O)c2cccs2)c1	0	103	104	4	104	122	-6	130
O=C(O)COc1ccc(/C=C/C(=O)c2ccc3ccccc3c2)cc1	2	99	81	2	85	99	-3	104
COc1cc(Br)c(CN2C(=O)NC3(CCCCCC3)C2=O)cc1OC	2	89	78	0	86	84	2	80
CCn1c(C)nc2cc(C(=O)NNC(=O)CCC3CCCC3)ccc21	0	104	98	-8	97	86	3	102
CNC(=S)N1CCC(NC(=O)C(Cc2ccccc2)NC(C)=O)CC1 (stereo unspecified)	1	74	80	-3	74	77	1	87
Cn1ncc(Cl)c1C(=O)Nc1ccc2c(c1)CCC2	0	106	99	-13	98	101	8	105
S=C(NCC1(c2ccccc2)CCCC1)Nc1ccccc1	0	102	104	5	100	99	13	104
COC(=O)c1ccc(CN2[C@H](C(=O)OC)C[C@@]3(O)[C@H](O)[C@H](O)[C@H](O)C[C@@H]23)cc1	2	104	115	-39	98	130	28	103
COc1cccc2c1-c1c(C(=O)O)cccc1C2=O	0	92	107	-20	90	87	24	100
C=CCn1c(SCC(=O)NC2CCS(=O)(=O)C2)nnc1-c1ccc(Cl)cc1 (stereo unspecified)	5	98	99	8	101	100	-3	98
COc1cccc(CN(C)CC(O)COc2cc(Cl)ccc2Cl)c1 (stereo unspecified)	0	103	105	-11	103	94	9	106
O=C(CSc1nnc(CNC(=O)c2ccc(F)cc2)o1)Nc1ccc2c(c1)OCO2	1	99	94	4	92	92	17	97
O=C(CSc1nnc(NC(=O)C2CC2)s1)NCc1ccccc1Cl	4	109	98	0	103	94	8	94
CN(C)CCCNC(=O)c1cc(C(=O)Cc2ccc(Cl)cc2)c[nH]1	0	107	107	38	101	96	12	108
Cc1cc(C)c(S(=O)(=O)NCC2CCC(C(=O)NCc3ccccn3)CC2)c(C)c1 (stereo unspecified)	·	95	106	-9	100	101	16	109
Cc1ccc2nc(-c3ccc(NC(=O)CN4C(=O)c5ccccc5C4=O)cc3)sc2c1	2	104	102	6	97	89	7	105
NNC(=O)c1oc2nc(-c3ccco3)cc(-c3ccco3)c2c1N	1	104	93	7	103	110	-38	101
O=C(Nc1ccccc1)Nc1ccc2ncoc2c1	0	97	98	8	97	95	11	96
CCO[C@@H]1OC(C(=O)N2CCN(Cc3ccccc3)CC2)=C[C@H](c2coc3ccccc3c2=O)[C@H]1CCCO	1	101	122	-1	91	130	31	97
CCn1c(SCC(=O)O)nnc1-c1ccc2[nH]c(C)c(C)c2c1	4	102	99	0	101	98	21	99
COc1ccc2c(c1)CC(C)C/C2=N\NC(=O)c1ccco1 (stereo unspecified)	3	94	86	14	99	124	0	91
COc1cccc(NC(=O)CCSc2nnc3scc(-c4ccccc4)n23)c1	0	104	104	7	86	78	-5	93
CC(=O)NC1C(OCCOc2ccc(Cl)cc2C)OC(CO)C(O)C1O (stereo unspecified)	1	102	94	-2	96	89	3	102
Fc1ccc(N2CCN(Cc3cnc(Cl)s3)CC2)cc1	1	97	97	-3	92	110	0	96
COc1cc(NC(=O)C/C(C)=N/NC(=O)C2CCCCC2)c(OC)cc1Cl	4	108	98	0	99	97	13	109
Cc1ccc(Cl)cc1N1CCN(S(=O)(=O)c2cn(C)cn2)CC1	7	99	97	34	93	86	2	107
CC1CC(C)CN(S(=O)(=O)c2cc3c4c(c2)CCN4C(=O)CC3)C1 (stereo unspecified)	3	105	103	-26	110	103	9	104
CCN(Cc1ccncc1)C(=O)c1cc(COc2ccc(F)cc2Cl)on1	7	101	102	6	101	97	6	103
O=C(N/N=C/c1cccc([N+](=O)[O-])c1)c1cc(-c2ccc3c(c2)OCO3)n[nH]1	0	96	101	-1	112	104	0	106
CC(C)CC(=O)Nc1sc2c(c1C#N)CC(C)(C)NC2(C)C	2	112	122	-3	115	107	-21	106
O=C(C[C@H]1C/C=C\C[C@H](NC(=O)OCC2c3ccccc3-c3ccccc32)C(=O)O[C@H](c2ccccc2)CNC1=O)N[C@H](CO)Cc1ccccc1	0	94	93	-2	91	84	-38	86
C=CCn1c(SCn2nnc3ccccc3c2=O)nnc1-c1ccc(Cl)cc1	0	98	82	2	92	105	-6	104
O=C(c1ccc(CNc2c(N3CCOCC3)c(=O)c2=O)cc1)N1CC=C(c2ccccc2)CC1	2	103	98	·	95	92	35	88
CC1CC(N(C(=O)c2ccccc2Cl)c2ccccc2)c2ccccc2N1 (stereo unspecified)	1	·	95	0	99	90	14	82
O=C(COc1ccc(F)cc1Br)NCC1(N2CCOCC2)CCCCC1	3	94	98	0	102	90	4	95
CC(C)[C@H](NC(=O)N1CCn2c1nc1ccccc12)C(=O)N1CCCCC1	0	102	103	6	104	95	6	108

The list goes on.
SMILES	GRK2 aptamer HTS	RPL19A-GFP yeast	CIT2-GFP yeast	JMJD2C inh	AGP1 TOR yeast	LAP4-GFP MLPCN	VLA-4 inh	MEP2 TOR yeast
COC(=O)[C@@H](Cc1c[nH]c2ccccc12)NC(=O)CCC(=O)c1ccc(Br)cc1	1	103	113	3	112	102	2	110
O=C(Nc1cccc(Cl)c1N1CCOCC1)c1ccc(Br)o1	3	104	96	-3	101	97	9	94
Cc1oc2c(c(C)cc3oc(=O)c(CC(=O)NCC(=O)NCC(=O)NCC(C)O)c(C)c32)c1C (stereo unspecified)	0	119	115	4	114	113	3	120
CC(=O)c1cc(C(=O)N2CCCC(C(=O)c3ccc(Cl)cc3)C2)cs1 (stereo unspecified)	0	95	94	11	95	100	-5	102
O=C(CNC(=O)c1ccccc1)OCC(=O)c1cccs1	2	103	110	22	105	100	3	103
CC1CCCN(C(=O)COC(=O)Cn2cnc3ccccc32)C1 (stereo unspecified)	3	99	106	-1	101	95	9	105
COc1ccc(-c2nc(CS(=O)CC(=O)NCc3ccco3)c(C)o2)cc1OC (stereo unspecified)	0	101	101	-9	106	99	8	101
Cc1ccc(C)c(NC(=O)c2cc[n+](C)cc2)c1	0	100	129	4	105	83	0	125
C[C@@H]1CC[C@]2(C(=O)O)CC[C@]3(C)C(=CCC4[C@]56CC[C@@](O)(OC5)C(C)(C)C6CC[C@]43C)C2[C@H]1C (stereo partly specified)	0	95	101	-11	99	101	-8	92
CCN(CC1CCCN(CCc2cccc(F)c2)C1)C(=O)c1cc(C)oc1C (stereo unspecified)	0	93	92	0	94	85	-6	94

Source: PubChem
